TrxR1 substrate – qHTS Assay for Substrates of Mammalian Selenoprotein Thioredoxin Reductase 1 (TrxR1): qHTS; Potency, µM (highest dose often 114 µM), for inactives: at the highest dose activity change, negative = substrate turnover; actives 0.01% (n = 390,000); purified TrxR1 substrate turnover, NADPH consumption readout; also: potency is read from the fitted curve at half-maximal effect; % is scaled to controls: 0 for no effect and ±100 for the full control effect; nearly all actives have a fitted effect of over 50% in size
Target sequence (O89049 whole entry, looked up): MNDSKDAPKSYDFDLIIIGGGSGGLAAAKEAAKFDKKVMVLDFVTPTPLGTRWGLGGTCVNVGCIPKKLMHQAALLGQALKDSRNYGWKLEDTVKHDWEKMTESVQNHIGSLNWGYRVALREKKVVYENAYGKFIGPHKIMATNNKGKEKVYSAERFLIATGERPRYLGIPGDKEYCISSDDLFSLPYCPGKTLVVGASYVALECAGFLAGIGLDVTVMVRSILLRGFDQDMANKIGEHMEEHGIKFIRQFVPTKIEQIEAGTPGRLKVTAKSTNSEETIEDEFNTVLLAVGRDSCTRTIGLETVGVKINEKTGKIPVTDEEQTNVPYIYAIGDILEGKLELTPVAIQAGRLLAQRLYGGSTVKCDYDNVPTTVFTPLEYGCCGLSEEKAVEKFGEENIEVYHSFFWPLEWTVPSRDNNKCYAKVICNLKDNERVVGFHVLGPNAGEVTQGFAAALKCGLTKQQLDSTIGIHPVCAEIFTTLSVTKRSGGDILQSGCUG
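Rat TrxR1, dispensed at 90 nM, was prereduced with 400 uM NADPH (final) for 5 min at ~22 deg C, then incubated with compound 15 min before 400 uM selenite. A first-read NADPH fluorescence drop versus no-compound background flagged substrates.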
Vif-APOBEC3G blk – qHTS for Inhibitors of Vif-A3G Interactions: qHTS; HeLa A3G-eYFP + Vif (tagged APOBEC3G with the HIV-1 protein that degrades it), YFP fluorescence, overnight; DNA dC->dU-editing enzyme APOBEC-3G (Homo sapiens), Q9HC16; actives 0.076% (n = 410,000); Potency, µM (doses to about 46.1 µM), without a hit: at the top dose activity, negative = active, hits mostly inhibitors; AID 602310, 2012;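 also: potency is read from the fitted curve at half-maximal effect; % is scaled to controls: 0 for no effect and ±100 for the full control effect; nearly all actives have a fitted effect of over 60% in size; hits raise eYFP signal because A3G escapes Vif-driven loss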
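Read-out is eYFP fluorescence (Ex 488/Em 500-530) from Vif-expressing HeLa A3G-eYFP cells; more signal means A3G escaped Vif-mediated degradation. Cells plated overnight, compound pinned in, incubated overnight at 37 deg C.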
Vif-APOBEC3F blk – qHTS for Inhibitors of Vif-A3F Interactions: qHTS; HeLa A3F-eYFP + Vif (tagged APOBEC3F with the HIV-1 protein that degrades it), YFP fluorescence increase; Potency, µM (doses to about 46.1 µM), without a hit: at the highest dose activity, negative = active; actives 0.2% (n = 390,000); AID 602313, 2012; also: potency is read from the fitted curve at half-maximal effect; % of control where 0% means no effect; nearly all actives have a fitted effect of over 65% in size
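Fluorescence increase (Ex 488/Em 500-530) after overnight compound treatment at 37 deg C flags inhibition of Vif-driven A3F-eYFP loss in stable HeLa A3F-eYFP/Vif cells seeded overnight beforehand.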
LDHA inh – qHTS assay for inhibitors of human lactate dehydrogenase; L-lactate dehydrogenase A chain (Homo sapiens), P00338; purified LDHA, NADH/diaphorase-resazurin fluorescence; stronger effect = lower value; activity change, % (values are at about 110 or 230 µM); actives 0.15% (n = 480,000); in the data active = activity change below about -30%; inconclusive = mostly about -25% to -30%;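 also: plate controls were DMSO wells for no effect and wells without enzyme for full effect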
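LDH5 2 nM; NADH 0.06 mM, pyruvate 0.2 mM; 200 mM Tris pH 7.4, EDTA, Tween-20; 5 min RT. Detection: diaphorase 0.133 mg/mL + resazurin 37 µM, fluorescence ex540/em590 at 0 and 20 min; normalized to enzyme-free and DMSO wells.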
RGS4 inh – Inhibitors of Regulator of G Protein Signaling (RGS) 4: qHTS; Transcreener GDP fluorescence polarization, RGS4-accelerated GTP hydrolysis; Potency, µM (top dose mostly 114 µM), for inactives: at the top dose activity change, negative = inhibition, usual class: inhibitors; AID 504845, 2011; actives 0.039% (n = 390,000); also: potency is read from the fitted curve at half-maximal effect; % is scaled to controls: 0 for no effect and ±100 for the full control effect; nearly all actives have a fitted effect of over 75% in size; some results filed as inactive show a strong effect at the top dose
Target sequence (P49798 whole entry, looked up): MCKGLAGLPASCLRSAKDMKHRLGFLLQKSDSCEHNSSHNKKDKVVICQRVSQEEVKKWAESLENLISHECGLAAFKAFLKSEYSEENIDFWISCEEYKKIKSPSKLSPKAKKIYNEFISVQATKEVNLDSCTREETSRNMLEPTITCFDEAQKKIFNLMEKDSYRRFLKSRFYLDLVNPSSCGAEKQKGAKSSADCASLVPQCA
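MLSMR compounds (23 nl, pin-transferred) preincubated 10 min at room temperature with a 500nM (2x) first reagent, then RGS4 at 900nM (2x) plus Transcreener GDP mix added; fluorescence polarization (620/688 nm) read before and after 90 min at 30 °C.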
GRP78 ERSR act – qHTS for Inducers of the Endoplasmic Reticulum Stress Response (ERSR) in Human Glioma: qHTS; U87-MG GRP78 promoter luciferase reporter, 16 h; Potency, µM, for the others: at the top dose activation, most hits filed as activators; actives 0.02% (n = 420,000); also: potency is read from the fitted curve at half-maximal effect; series mostly up to about 76 µM; % of control where 0% means no effect; nearly all actives have a fitted effect of over 35% in size
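Stably transfected U87-MG human glioma cells carrying a GRP78-based luminescent sensor were seeded at 1000 cells/well, pin-dosed with compounds and incubated 16 h. Luciferase reagent was then added, and end-point luminescence was read after 10 min at room temperature.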
mIDH1 inhibitor – qHTS for Inhibitors of mutant isocitrate dehydrogenase 1 (IDH1): qHTS; IDH1-R132H enzyme, NADPH consumption, diaphorase/resazurin fluorescence; Potency, µM (series often up to 76.6 µM), for the others: at the highest dose activity change, negative = inhibition, usual class: inhibitors; actives 0.093% (n = 390,000); also: potency is read from the fitted curve at half-maximal effect; % is scaled to controls: 0 for no effect and ±100 for the full control effect; nearly all actives have a fitted effect of over 65% in size
Target sequence (O75874 whole entry R132H, stated change not applied): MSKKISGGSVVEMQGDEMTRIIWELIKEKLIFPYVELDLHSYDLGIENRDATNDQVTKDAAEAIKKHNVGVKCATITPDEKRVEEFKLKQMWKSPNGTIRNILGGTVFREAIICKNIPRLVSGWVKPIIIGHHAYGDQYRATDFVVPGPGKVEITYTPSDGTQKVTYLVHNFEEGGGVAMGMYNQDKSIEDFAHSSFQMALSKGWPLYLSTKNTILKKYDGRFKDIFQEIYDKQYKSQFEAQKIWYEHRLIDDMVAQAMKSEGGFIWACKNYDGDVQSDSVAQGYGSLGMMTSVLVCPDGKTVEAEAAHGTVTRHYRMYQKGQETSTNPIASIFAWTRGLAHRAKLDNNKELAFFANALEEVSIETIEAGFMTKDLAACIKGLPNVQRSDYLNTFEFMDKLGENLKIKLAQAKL
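IDH1-R132H (0.5 ug/mL) preincubated 30 min with compound, then NADPH (0.016 mM) and alpha-KG (2 mM) added; 80 min at RT, pH 7.5. Remaining NADPH coupled via diaphorase/resazurin to fluorescence (540/590 nm); concentration-response curves normalized to no-enzyme control.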
USP1 inh – Inhibitors of USP1/UAF1: Primary Screen. Ubiquitin carboxyl-terminal hydrolase 1 (Homo sapiens), O94782. recombinant USP1/UAF1, Ub-Rhodamine cleavage fluorescence. Potency, µM (doses to about 57.1 µM), inactives show at the top dose activity change, negative = inhibition, actives largely listed as inhibitors. actives 0.23% (n = 390,000). AID 743255, 2014; also: potency is read from the fitted curve at half-maximal effect; % is scaled to controls: 0 for no effect and ±100 for the full control effect; nearly all actives have a fitted effect of over 60% in size; inactives centre near -12
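USP1/UAF1 complex (1 nM) preincubated 15 min at room temperature with compound, then Ub-Rho substrate (150 nM final) added. Kinetic fluorescence at 480/540 nm over 6 reads at 60 s intervals; 50 mM HEPES pH 7.8, 0.5 mM EDTA, 0.1 mg/ml BSA, 1 mM TCEP, 0.01% Tween-20.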
rTrxR1 inhibitor – qHTS Assay for Inhibitors of Mammalian Selenoprotein Thioredoxin Reductase 1 (TrxR1): qHTS | recombinant rTrxR1, NADPH fluorescence consumption, selenite substrate | Potency, µM (highest dose often 114 µM), without a hit: at the top dose activity change, negative = inhibition, usual class: inhibitors | actives 1% (n = 390,000); also: potency is read from the fitted curve at half-maximal effect; % is scaled to controls: 0 for no effect and ±100 for the full control effect; nearly all actives have a fitted effect of over 65% in size
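Rat TrxR1 (90 nM in the dispensed reagent) was pre-reduced with 400 uM NADPH for 5 min at room temperature, then incubated with compound for 15 min. After 400 uM selenite was added, NADPH fluorescence (Ex 340/Em 450 nm) was followed for 8 min.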
Active calls of the source: *; u = inconclusive; x = not tested or not shown; [ ] = remark or other dose. Unless noted, calls follow the shape of the dose curve; as a rule, active = well fitted curve in the direction sought with a large enough effect; inconclusive = small, poorly fitted or top-dose-only effect, or another doubt; inactive = no such curve, though single readings can be large; an effect the other way counts as inactive or inconclusive. Some of the compounds tested; the hit share may differ from the screen's.

SMILES	TrxR1 substrate	Vif-APOBEC3G blk	Vif-APOBEC3F blk	LDHA inh	RGS4 inh	GRP78 ERSR act	mIDH1 inhibitor	USP1 inh	rTrxR1 inhibitor
Cc1occc1C(=O)NNC(=O)c1ccc(F)cc1	-2%[57.1 µM]	-5%	-2%	-7	19%	3%	-6%	-9%	0%[57.1 µM]
CCOc1ccc(NC(=O)c2nnn(-c3ccc(F)c(Cl)c3)c2C)cc1	2%	2%	-10%	-6	15%	-3%	-7%	-14%	23%
Cc1ccc(NC(=O)CCc2c(C)nn(-c3ccc(N4CCOCC4)nn3)c2C)cc1	5%	-1%	-7%	1	-11%	3%	-3%	-12%	18%
Cc1ccc(N(CC(=O)NC2CCC(C)CC2)S(=O)(=O)c2cccnc2)cc1 (stereo not drawn)	3%[57.1 µM]	0%	4%	-2	4%	-3%	-1%	-7%	15%[57.1 µM]
O=C(O)c1cccc(N2C(=O)/C(=C/c3ccc([N+](=O)[O-])cc3)C=C2c2ccccc2)c1	-9%	0%	-9%	-3	u	-7%	u	-12%	-32%
CN(C(=O)COC(=O)CCc1c[nH]c2ccccc12)C(c1ccccc1)c1ccccc1	-4%	-11%	-6%	3	u	-1%	0%	-8%	15%
Cc1ccccc1OCC(=O)Nc1ccc2oc(-c3ccc(F)cc3)nc2c1	14%	-1%	-4%	-7	12%	0%	u	-2%	8%
Cc1ccc2nc(Nc3ccccc3)cc(C)c2c1	5%	-14%	-4%	-11	21%	6%	-4%	-20%	16%
CC(=O)OCCc1c2ccccc2c(CCCN(C)C)c2ccccc12	39%[activator]	-1%	-6%	20	-46%	1%	4%	-18%	u
CC(C)c1cnc2c(c1SCC(=O)Nc1ccc(OC(F)(F)F)cc1)c(=O)n(C)c(=O)n2C	1%[57.1 µM]	2%	-4%	3	u	-3%	-16%	-4%	14%[57.1 µM]
COC(=O)c1cc(S(=O)(=O)N2CCN(c3ccc([N+](=O)[O-])cc3)CC2)c[nH]1	13%	-1%	-1%	-2	21%	-1%	10%	-4%	48%[activator]
Nc1ccc(N=Nc2ccccc2O)c(N)c1	-15%[57.1 µM]	1%	12%	11	-19%	6%	5%	-20%	-7%[57.1 µM]
CC1Sc2ccc(C(=O)Nc3ccc(S(=O)(=O)N(C)C)cc3)cc2NC1=O (stereo not drawn)	-1%[57.1 µM]	-3%	u	-4	-12%	-4%	0%	-22%	2%[57.1 µM]
CCCCC(CCC(=O)Nc1ccccc1C(=O)OCC)C(=O)O (stereo not drawn)	2%[57.1 µM]	-6%	8%	-2	-19%	-5%	11%	-9%	13%[57.1 µM]
CCN(CC)S(=O)(=O)c1cccc(-c2nnc(SCC(N)=O)n2C)c1	8%[57.1 µM]	0%	-1%	-9	-1%	0%	-7%	-16%	18%[57.1 µM]
Cc1nc(N2CCc3ccccc3C2)[nH]c(=O)c1CCC(C)C	4%	0%	-18%	-1	-12%	11%	14%	-5%	9%
CCCc1cc(=O)oc2cc(OCc3cc(OC)c(OC)c(OC)c3)c(Cl)cc12	8%	-1%	-2%	-7	42%	-5%	-1%	-10%	4%
CCOc1ccccc1N(C(=O)Nc1cccc(Cl)c1)C1=NC(C)CS1 (stereo not drawn)	-1%	-5%	-10%	2	-4%	2%	-7%	-23%	16%
Cc1cc(=O)oc2cc(OCC(=O)OCC(=O)N3CCC(C)CC3)ccc12	47%[activator][57.1 µM]	-2%	-8%	-2	9%	6%	9%	u	21%[57.1 µM]
O=C(N/N=C\c1ccccn1)C1COc2cc3ccccc3cc2O1 (stereo not drawn)	-11%	-7%	0%	8	10%	-1%	2%	-5%	-13%
COc1ccc(C(=O)OCC(=O)Nc2c(C)n(C)n(-c3ccccc3)c2=O)cc1	1%	3%	0%	-4	3%	-3%	-5%	-15%	25%
Cc1ccc(Nc2cc(C)nc3nc(C)nn23)cc1	3%[57.1 µM]	2%	-11%	-1	2%	-1%	15%	-6%	10%[57.1 µM]
Cc1cccc(-c2n[nH]c(=S)n2/N=C/c2ccc(C)o2)c1	-6%	2%	-4%	-1	u	-2%	5%	-20%	-33%
O=C(c1cccs1)N(Cc1nc2sc3c(c2c(=O)[nH]1)CCCC3)C1CCCC1	4%	-6%	-13%	6	-28%	-3%	2%	-17%	9%
CN(Cc1nc2ccccc2c(=O)[nH]1)Cc1nc2ccsc2c(=O)[nH]1	9%[57.1 µM]	1%	u	1	26%	-3%	4%	-21%	14%[57.1 µM]

Continuation:
SMILES	TrxR1 substrate	Vif-APOBEC3G blk	Vif-APOBEC3F blk	LDHA inh	RGS4 inh	GRP78 ERSR act	mIDH1 inhibitor	USP1 inh	rTrxR1 inhibitor
CC(=O)c1cn(CCCCCCCn2cc(C(C)=O)c(=O)[nH]c2=O)c(=O)[nH]c1=O	-14%[57.1 µM]	0%	-3%	1	-24%	1%	11%	-1%	17%[57.1 µM]
CC(=O)N1CCc2c(sc3c2c(=O)n(Cc2ccccc2)c(=O)n3CC(=O)Nc2ccc(C)c(F)c2)C1	0%	-4%	-10%	0	8%	0%	-9%	u	28%
CCn1c(SCC(=O)Nc2ccc(OC)c(OC)c2)nnc1-c1cccs1	9%	-5%	-6%	-6	-9%	-5%	9%	-18%	14%
C=C(C)c1cccc(C(C)(C)NC(=O)N(C)C2CCN(C)CC2)c1	-15%[57.1 µM]	0%	8%	1	3%	-3%	7%	-8%	24%[57.1 µM]
Cc1ccc(N2C(=O)N(CC(=O)N3CCCc4ccccc43)C(=O)C2C)cc1 (stereo not drawn)	6%[2.29 µM]	3%	-1%	-14	12%	-1%	0%	-15%	5%[2.29 µM]
CCN1CCN(CCCNC(=O)c2cc3cc4ccc(OC)cc4nc3o2)CC1	x	8%	-4%	4	11%	0%	4%	-14%	u
O=C(O)c1ccn[nH]1	9%	1%	-3%	0	7%	-2%	-10%	-6%	23%
Cc1ccc2[nH]c(=O)c(COC(=O)C3CCCCC3)cc2c1	8%	0%	u	2	-21%	0%	0%	-14%	10%
O=C(NCc1cccs1)C1CC(c2ccc(Cl)c(Cl)c2)=NO1 (stereo not drawn)	1%	u	-14%	-1	2%	-3%	-1%	-24%	25%
O=C(c1cccc([N+](=O)[O-])c1)N1CCN(S(=O)(=O)N2CCCCC2)CC1	-5%	3%	6%	-9	10%	-5%	-10%	2%	0%
CCOC(=O)CSc1nnc(Cn2nnc(-c3ccccc3)n2)n1C	5%[57.1 µM]	-3%	-12%	-1	14%	-3%	0%	-5%	-4%[57.1 µM]
COc1ccc(S(=O)(=O)N2CCOCC2)cc1NC(=O)COC(=O)c1[nH]c(C)c(C(C)=O)c1C	-5%[57.1 µM]	-2%	5%	-6	-4%	-2%	2%	-30%	15%
Cc1ccc(S(=O)(=O)N2CCN(C(=O)CCn3nc(C)c(C)c3C)CC2)cc1C	-3%	0%	-9%	-4	18%	-4%	5%	-5%	-1%
Cc1c(-c2csc(N)n2)cnn1C	3%[57.1 µM]	1%	18%	1	1%	1%	-3%	-1%	76%[activator][57.1 µM]
COc1ccc(CNCC(=O)Nc2sccc2C#N)cc1	-20%[57.1 µM]	-1%	4%	-20	-49%	-2%	0%	-6%	31%[57.1 µM]
CC(=O)N1CCCC1c1nc2ccccc2n1Cc1ccccc1F (stereo not drawn)	-7%	3%	4%	-8	12%	-3%	-3%	-4%	13%
CCCC(=O)NC(Nc1cc(C(F)(F)F)ccc1Cl)C(Cl)(Cl)Cl (stereo not drawn)	-4%[57.1 µM]	1%	1%	1	-15%	-4%	-6%	-20%	20%[57.1 µM]
Cc1oc2cc([N+](=O)[O-])c(O)c([N+](=O)[O-])c2c1C(=O)c1ccc(Cl)cc1	-16%	-1%	4%	7	-19%	0%	16%	u	-27%
O=C(O)CC1(c2ccccc2)C(=O)c2ccccc2C1=O	-5%	-1%	-6%	0	14%	-3%	4%	-20%	-14%
CCOC(=O)c1oc2cccc(OC(C)=O)c2c1C	5%	1%	-4%	0	-26%	u	3%	-8%	6%
CCCc1cc(=O)oc2c3c(cc(OCC(=O)NCc4ccncc4)c12)OC(C)(C)CC3	91%[activator][57.1 µM]	-5%	0%	3	7%	3%	-29%	-6%	-40%[57.1 µM]

3 compounds from above, ordered by the number in RGS4 inh, rising:
Compound	RGS4 inh
Cc1oc2cc([N+](=O)[O-])c(O)c([N+](=O)[O-])c2c1C(=O)c1ccc(Cl)cc1	-19%
COc1ccc(S(=O)(=O)N2CCOCC2)cc1NC(=O)COC(=O)c1[nH]c(C)c(C(C)=O)c1C	-4%
CCCc1cc(=O)oc2c3c(cc(OCC(=O)NCc4ccncc4)c12)OC(C)(C)CC3	7%

Bioassay records deposited in PubChem by National Center for Advancing Translational Sciences (NCATS).
